# High-throughput results: PubChem, several laboratories
# AI-2 QS modul = modulates the Vibrio harveyi AI-2 quorum sensing system. 300,000 tested, 0.4% active. activity change, % at 7.5 µM. AID 2094. Vibrio harveyi JMH597 AI-2 luminescence/OD600 ratio, 9 h; active compounds read low; strain lacks LuxN and CqsS sensors; 0 = neutral-control median; in the data active means activity change below about -75%, passing the limit was not always enough;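 further: luminescence divided by OD600 gain over 9 h not by final OD600 alone; inactives centre near 13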
# DYRK1A inh = blocks rat Dyrk1A kinase activity; Q63470; AID 504441; 310,000 tested, 0.43% active; ADP-Glo luminescence, NFATc1 peptide; inhibition, % at 12.5 µM; in the data active means inhibition above about 50%;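 further: plate controls were vehicle with enzyme for no effect and no enzyme for full effect; many of its hits are not listed in these tables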
# HSF1 inh = HSF1 inhibition. NIH3T3-HGL HSE-luciferase, MG132-induced, luminescence 8 h; active compounds read low. activity change, negative = inhibition, % at 7.5 µM (by protocol). 300,000 tested, 0.77% active. AID 2098;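 active means more than half of replicate wells show activity change below -50%, luminescence cut by over half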;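 further: luciferase reports HSF-1 transcriptional activity via heat shock element; 0% = median of DMSO wells and -100% = zero luminescence signal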
# Platelet DG rel = modulates dense granule release in human platelets. human platelet-rich plasma, SFLLRN dense granule ATP release, luminescence. 300,000 tested, 0.22% active. inhibition, %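 (compounds screened at 7.5 µM in platelet-rich plasma)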;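 active means mean replicate score, as percent of positive control, at or above 50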
# GSK3B inh = inhibitors of human GSK3beta kinase; GST-GSK3beta kinase, ADP-Glo luminescence, 60 min; active compounds read low; activity score (negative = inhibition), % at 10 µM; AID 2097; 300,000 tested, 0.038% active;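 active means more than half of replicate wells score below -50%, meaning over 50% inhibition versus plate controls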;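 further: 0% = median DMSO wells and -100% = median GW8510 positive control wells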
# Target sequence (P49841 whole entry, looked up): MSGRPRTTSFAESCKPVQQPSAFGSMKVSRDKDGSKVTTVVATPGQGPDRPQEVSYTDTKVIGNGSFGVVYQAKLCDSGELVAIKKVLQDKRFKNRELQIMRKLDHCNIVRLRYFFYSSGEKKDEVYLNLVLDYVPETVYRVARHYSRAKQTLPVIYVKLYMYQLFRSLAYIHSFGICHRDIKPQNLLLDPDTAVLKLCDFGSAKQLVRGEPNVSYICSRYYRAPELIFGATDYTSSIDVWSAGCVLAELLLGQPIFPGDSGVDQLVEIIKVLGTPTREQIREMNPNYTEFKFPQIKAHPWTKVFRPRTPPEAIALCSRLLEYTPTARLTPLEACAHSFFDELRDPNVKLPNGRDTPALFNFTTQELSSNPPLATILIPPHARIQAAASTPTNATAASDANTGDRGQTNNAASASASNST
#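 Test system – GST-tagged human GSK3beta kinase, cell-free · Incubation – 60 min enzyme reaction, room temperature · Signal – ADP-Glo luminescence · Also added – peptide substrate and ATP at 25 µM · Controls – DMSO neutral wells and GW8510 at 20 µM as positive · Buffer or medium – Tris/MgCl2 kinase buffer · Measure – Luminescence-derived activity versus plate DMSO and GW8510 wells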
# PolyA inh = blocks polyadenylation in yeast reporter cells; AID 1875; S. cerevisiae SKY197-pL101 polyadenylation reporter, beta-gal luminescence; efflux-impaired pdr1/pdr3 knockout yeast; score 100 = 6 SD above DMSO; calls only at 12 µM; 300,000 tested, 0.02% active;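 active means lowest replicate activity score at least 50, where 100 means six control SD above control mean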;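 further: yeast exposed to compound for 9 h at 30 °C; higher score means more reporter readthrough which indicates perturbed polyadenylation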
# HSF-1 act = increases HSF-1 driven luciferase reporter signal. NIH3T3-HGL HSF-1 luciferase reporter, MG132, 8 h; 100% = twice DMSO control signal. activation, % at 9 µM. 300,000 tested, 1.7% active;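 active means mean replicate activation of at least 50% with a set share of replicates each reaching 50%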;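 further: 0% = median of the neutral control wells and 100% = twice that signal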
# HSP90 inh = HSP90 refolding inhibition in rabbit reticulocyte lysate. luciferase refolding luminescence, 3 h. inhibition, % at 5.6 µM. 290,000 tested, 0.91% active. AID 1789;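 active means inhibition above the screen-wide mean plus 3 SD, computed separately per campaign, cut at about 16% in these data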;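 further: 0% = DMSO wells and 100% = 60 µM geldanamycin wells; inhibitors lower the luminescence because luciferase stays unfolded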
# GSK3 alpha inh = blocks human GSK-3 alpha kinase. P49840. ADP-Glo luminescence, 60 min. inhibition, % at 10 µM. 320,000 tested, 0.1% active. AID 2650;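 in the data active means inhibition above about 50%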;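 further: GST-tagged GSK-3 alpha with peptide substrate and 25 µM ATP; 0% = DMSO neutral wells and 100% = GW8510 positive control wells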
# HDAC3 inh = inhibitors of human histone deacetylase 3; AID 2718; recombinant HDAC3, fluorogenic peptide/trypsin coupled, fluorescence; inhibition, % at 8.3 µM; 320,000 tested, 0.15% active; in the data active means inhibition above about 26%, passing the limit was not always enough
# Target sequence (O15379 whole entry, looked up): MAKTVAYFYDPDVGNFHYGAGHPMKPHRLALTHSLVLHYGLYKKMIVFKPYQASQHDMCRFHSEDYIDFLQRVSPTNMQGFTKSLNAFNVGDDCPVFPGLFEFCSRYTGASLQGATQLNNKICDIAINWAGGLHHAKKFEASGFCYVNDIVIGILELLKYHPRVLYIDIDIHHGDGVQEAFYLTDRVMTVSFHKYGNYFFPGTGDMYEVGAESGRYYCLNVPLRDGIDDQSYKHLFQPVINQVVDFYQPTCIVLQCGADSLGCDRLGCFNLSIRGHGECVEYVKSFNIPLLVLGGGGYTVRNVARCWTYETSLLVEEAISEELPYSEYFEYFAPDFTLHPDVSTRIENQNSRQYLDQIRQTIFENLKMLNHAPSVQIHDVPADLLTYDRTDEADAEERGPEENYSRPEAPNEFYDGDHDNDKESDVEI
# Numbers without * were called inactive; i = inactive; . = no result given. This is a subset, so the mix of outcomes need not match the whole.
AI-2 QS modul	DYRK1A inh	HSF1 inh	Platelet DG rel	GSK3B inh	PolyA inh	HSF-1 act	HSP90 inh	GSK3 alpha inh	SMILES	HDAC3 inh
-4	3	-8	-6	1	i	1	-2	1	CCOc1ccc(-n2nnnc2SCC(=O)NC2CCCC2)cc1	-9
-47	-2	-1	8	1	i	0	1	-2	Cc1ccc(NC(=O)C2CC(Cl)=CCC2C(=O)O)c([N+](=O)[O-])c1 (centres undefined)	-9
8	0	1	-1	14	i	1	3	-1	CCC(=O)N1CCCc2cc(S(=O)(=O)CCC(=O)Nc3ccccc3C)ccc21	4
0	0	7	10	-6	i	-7	-1	0	CC1(C)Cc2ccccc2-c2nnc(SCc3ccccc3)n21	0
34	-5	-4	15	3	i	-4	1	-4	Cc1ccc(/C=N\NC(=O)/C(=C\Nc2nccc(C)n2)NC(=O)c2ccccc2)cc1	.
22	-4	-11	-11	3	i	-13	1	-6	CCCOCCOC(=O)c1[nH]c2c(c1C)C(=O)CC(c1cc(OC)ccc1OC)C2 (centres undefined)	1
13	-1	-5	1	3	i	18	3	-8	Cc1ccc(CC(=O)Nc2ccc([N+](=O)[O-])cc2C)cc1	3
26	1	1	2	0	i	-17	2	-5	c1ccc(Nc2nc(N3CCCCC3)nc(N3CCNCC3)n2)cc1	-1
19	-1	1	5	4	i	-4	0	2	CCCCOCCCNC(=S)Nc1ccc(S(=O)(=O)N2CCOCC2)cc1	.
29	.	7	9	3	i	5	-1	-3	COc1ccccc1N1CCN(C(c2cccs2)c2nnnn2C2CCCC2)CC1 (centres undefined)	-1
-8	3	-2	7	4	i	-11	-2	-2	O=C1CC(c2ccccc2)CC(O)=C1C=NCc1ccccc1 (centres undefined)	2
22	1	8	3	4	i	31	-4	0	CC(C)NC(=O)CCc1nnc(Cc2cccc(C(F)(F)F)c2)o1	-1
15	0	.	-2	4	.	.	-2	9	Fc1ccc(-n2cc(-c3ccccc3)c3c(NN4CCOCC4)ncnc32)cc1	1
17	-3	3	6	-1	i	-7	-1	-1	O=C(COc1ccc(Cl)cc1Cl)NN1C(=O)C2C3C=CC([C@@H]2C1=O)C31CC1 (some centres undefined)	4
7	-1	3	6	-2	i	-10	-3	-1	Cc1cc(=O)[nH]c(SCC(=O)NCc2ccco2)n1	18
10	.	3	6	-2	i	4	-2	-4	Cc1ccsc1C(=O)OCC(=O)NCc1ccco1	-7
7	3	-4	0	1	i	5	2	-1	Cc1ccccc1C(=O)Oc1ccccc1C(=O)N1CCOCC1	-2
8	8	2	-7	1	i	16	0	-1	CCOC(=O)c1cccc(NC(=O)CSc2nnc(CNc3ccc(C)cc3)n2CC)c1	1
11	3	0	8	0	i	1	-7	-1	O=C(Cn1c(=O)sc2ccccc21)N1CCOCC1	-1
29	3	-2	-4	1	i	23	-3	-2	CCCN1CCN(CCCNC(=O)CN2C(=O)c3cccnc3Oc3ccc(Cl)cc32)CC1	2

# The last three compounds of the part above open the next one:
AI-2 QS modul	DYRK1A inh	HSF1 inh	Platelet DG rel	GSK3B inh	PolyA inh	HSF-1 act	HSP90 inh	GSK3 alpha inh	SMILES	HDAC3 inh
8	8	2	-7	1	i	16	0	-1	CCOC(=O)c1cccc(NC(=O)CSc2nnc(CNc3ccc(C)cc3)n2CC)c1	1
11	3	0	8	0	i	1	-7	-1	O=C(Cn1c(=O)sc2ccccc21)N1CCOCC1	-1
29	3	-2	-4	1	i	23	-3	-2	CCCN1CCN(CCCNC(=O)CN2C(=O)c3cccnc3Oc3ccc(Cl)cc32)CC1	2
13	-7	23	-1	2	i	13	2	4	O=C(Nc1ccccc1O)c1cccc(S(=O)(=O)N2CCOCC2)c1	3
4	-2	-1	-2	3	i	-25	-1	-1	O=C(O)C1CCC(Cn2c(SCc3cc(=O)n4cc(Br)ccc4n3)nc3ccsc3c2=O)CC1 (centres undefined)	3
-1	7	19	18	2	i	23	0	-2	Nc1ccccc1C(=O)/C=C/c1ccc2c(c1)OCO2	5
5	-2	-9	13	3	i	-3	-5	-4	CCOc1cc(CN2CCCCC2)ccc1OC	-3
-80*	3	-93*	-2	-1	i	-93	1	.	COc1cc(NC(=O)Cn2ncc(Cl)c(Cl)c2=O)c(C)cc1[N+](=O)[O-]	.
30	.	0	-5	1	i	8	-3	1	O=C(COc1ccc(Cl)cc1)Nc1ccccc1C(=O)NCc1ccco1	.
-4	-1	23	-2	2	i	50	0	1	CN(C)CCN1C(=O)c2oc3ccccc3c(=O)c2C1c1cccc(Br)c1 (centres undefined)	5
16	4	-1	4	-2	i	5	2	1	O=C(CN1C(=O)C2CC=CCC2C1=O)Nc1ccc(S(=O)(=O)Nc2nccs2)cc1 (centres undefined)	-6
-24	-1	4	-2	2	i	23	0	-5	Cc1ccc(NC(=S)NC(=O)Cc2ccccc2)c(O)c1	8
5	9	4	-8	-8	i	-10	-2	-2	O=C(CSc1nc(-c2ccco2)cc(C(F)(F)F)n1)NC1CCCCCCC1	2
6	-5	9	1	-5	i	0	-1	0	Cc1ccc(-c2nc3c(=O)n(C)c4ccccc4c3o2)cc1	-13
25	13	37	9	0	i	85*	5	1	COc1ccc(-c2cc(-c3ccccc3O)[nH]n2)cc1	23
13	.	0	-1	-1	i	-6	5	-1	CCNc1nc(NCC)nc(ON=C(C)C)n1	-1
10	0	2	-2	-4	i	-1	-2	-2	O=C1CCC(/C=C/c2ccccc2)=NN1Cc1ccc(F)cc1	8
16	5	7	6	-2	i	10	0	-1	Cc1cc(C(=O)Cn2nc(C(=O)O)c3ccccc3c2=O)c(C)n1CCc1ccc(Cl)cc1	5
-4	17	-4	-7	-1	i	-11	3	-1	COc1ccccc1NC(=O)Nc1ccccc1C#N	-5
24	-1	4	3	4	i	11	1	0	CC1CCN(C(=O)CC2C(=O)Nc3c2c(=O)n(C)c(=O)n3Cc2ccccc2)CC1 (centres undefined)	2
-9	-2	3	-1	3	i	0	1	0	COc1ccc(CCC(=O)Nc2ccc3c(c2)OCO3)cc1	-4
-67	13	-7	2	3	i	-3	-5	-1	COc1ccccc1CNC(=O)c1cc2ccccc2o1	7
0	-7	-36	-6	0	i	-42	3	-1	Cc1cccc(C(=O)Nc2cccc(C(=O)N3CCOCC3)c2)c1	-2
6	7	-14	12	2	i	-2	-6	-1	COc1ccc(OCCC(=O)OCC(=O)Nc2ccc(S(=O)(=O)N3CCOCC3)cc2)cc1	-3
-6	9	1	5	2	i	-4	0	-2	CCOc1ccc2nc(N/C(N)=N/C(=S)Nc3ccc(OC)cc3)nc(C)c2c1	4
11	4	-6	-5	0	i	11	-2	-1	CC12CC(O)C3c4ccc(O)cc4CCC3C1CCC2=O (centres undefined)	-8
11	24	-2	-2	0	i	-6	0	2	O=C(Nc1cccc2ncccc12)c1ccccc1[N+](=O)[O-]	2
1	0	-7	-3	2	i	5	.	0	O=C(Cn1c(=O)oc2cc(S(=O)(=O)N3CCCCCC3)ccc21)NC1CCCCC1	2
9	.	-4	-6	0	i	2	-2	-1	O=C(Nc1ccc(N2CCN(Cc3ccccc3Cl)CC2)cc1)c1cccnc1	.
8	-5	-1	2	3	i	20	3	1	CCOC(=O)C1=C(N)OC2=C(C(=O)CCC2)C1c1sccc1C (centres undefined)	3
31	5	29	11	0	i	40	-2	-4	O=C(Nc1ccc(Cl)cc1Cl)c1cc2ccccc2o1	-14
-7	-6	2	-10	2	i	-2	4	-1	O=C(CSc1nccn1Cc1ccc(F)cc1)NC1CCCC1	-4
-6	-5	9	-3	-1	i	20	1	-2	C#Cc1ccc(CN2CCCC(C(=O)Nc3ccccc3Oc3cccnc3)C2)cc1 (centres undefined)	5
2	-6	-3	1	-3	i	19	4	0	O=C(CCS(=O)(=O)c1ccccc1)Nc1nncs1	9
28	-3	-8	-3	1	i	-14	1	-1	O=C(CSc1nc(-c2ccccc2)cc(=O)[nH]1)N1CCOCC1	-8
12	-7	-1	-17	-2	i	7	-4	2	CCOc1ccc(-n2c(SCc3cc(=O)oc4cc(C)ccc34)nnc2-c2cccnc2)cc1	2
-7	4	-1	10	-2	i	-15	3	.	CCn1ccnc1CN(C)C(=O)c1ccc(OC2CCN(CCc3ccccc3)CC2)cc1	.
22	5	9	3	-1	i	14	.	-1	C[C@@H]1CC=C[C@H]2[C@H]1C(=O)N(Cc1ccccc1)[C@H]2c1ccc(F)c(/C=C/c2ccccc2)c1	19
18	-9	-2	.	-2	i	9	.	-2	CS(=O)(=O)c1cccc(-c2nnc(NC(=O)C3=COCCO3)o2)c1	1
-5	12	0	2	1	i	3	.	-1	Cc1cccc(NC(=O)CSCC(=O)Nc2sccc2C#N)c1	0
3	6	12	0	0	i	23	1	-1	O=C1[C@@H]2Cc3c([nH]c4ccccc34)C(c3ccccc3)N2C(=O)CN1C1CCN(Cc2ccccc2)CC1 (some centres undefined)	3
8	7	3	-6	-3	i	5	3	-3	Cc1cc(C)c2c(N)c(C(=O)c3ccccc3Cl)sc2n1	-4
21	4	-6	-13	-4	i	9	1	1	Clc1ccc(-c2nnc(-c3ccccc3)c(-c3ccccc3)n2)cc1	-2

# Reprinted from the part before: 2 compounds, followed by the next part.
AI-2 QS modul	DYRK1A inh	HSF1 inh	Platelet DG rel	GSK3B inh	PolyA inh	HSF-1 act	HSP90 inh	GSK3 alpha inh	SMILES	HDAC3 inh
8	7	3	-6	-3	i	5	3	-3	Cc1cc(C)c2c(N)c(C(=O)c3ccccc3Cl)sc2n1	-4
21	4	-6	-13	-4	i	9	1	1	Clc1ccc(-c2nnc(-c3ccccc3)c(-c3ccccc3)n2)cc1	-2
-3	-16	-6	5	1	i	-2	.	-28	CC(NC(=O)COC(=O)c1cc([N+](=O)[O-])ccc1N1CCOCC1)c1ccc(F)cc1 (centres undefined)	6
.	3	.	.	.	.	.	-3	4	CC(C)Sc1nc2sc(-c3ccccc3)cc2c(=O)n1N	10
13	-2	-12	-1	0	i	0	11	-6	Cc1c(CCO)c(=O)n(-c2ccccc2)n1S(=O)(=O)c1ccc(F)cc1	-4
36	-5	-6	2	2	i	-13	-2	-3	Cn1c(COc2ccccc2)nnc1SCC(=O)NCc1ccccc1	1
17	5	14	-2	-4	i	49	0	1	COc1cc(CNc2ncnc3c2[nH]c2ccc(C)cc23)cc(OC)c1	6
12	-4	-33	-4	1	i	-27	-3	0	Oc1ccc(CNc2ccccc2F)c2cccnc12	-7
41	24	4	-7	4	i	-12	0	1	Nc1nc(NCc2ccco2)nc(N2CCCCC2)c1[N+](=O)[O-]	5
14	5	-4	-5	-4	i	7	3	.	CCOc1ccc(C(=O)N2CCN(Cc3ccccc3)CC2)cc1OCC	.
12	-3	-21	1	4	i	-5	2	-2	O=C(NCc1ccccc1)NC1CC2CCC(C1)N2Cc1ccco1 (centres undefined)	-3
-2	-13	-3	-11	-4	i	0	1	1	Cc1cnc([N+](=O)[O-])n1CCOC(=O)NC(=O)c1ccc(F)cc1	3
16	2	0	0	2	i	1	2	0	CCOc1ccc(N2CC(O)Cn3c2nc2c3c(=O)n(CCCc3ccccc3)c(=O)n2C)cc1 (centres undefined)	-9
30	-1	-29	-1	1	i	-46	7	9	Cc1cccc(NS(=O)(=O)c2cc(Cl)ccc2Cl)n1	0
